TbHK1 inh: T. brucei hexokinase 1 inhibition; AID 1430; recombinant TbHK1, G6PDH-coupled NADH A340; inhibition, % at 10 µM; actives 0.11% (n = 220,000);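 active means inhibition of 50% or more in the single-dose primary screen; inactive means inhibition below 50%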
p47phox inh: blocks human p47phox regulatory protein of NADPH oxidases | p47phox/p22phox peptide binding, fluorescence polarization, 2 h | inhibition, % at 24.7 µM | actives 0.53% (n = 220,000) | AID 1274;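 active means inhibition above about 30%, limit read from the data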;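 further: 0% = p47phox with labelled peptide and 100% = labelled peptide alone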
MDM2 E3 inh: Mdm2 E3 ligase (human) inhibition; cell-based MDM2 ubiquitination luciferase reporter, 2 h; 0 = plate control, 100 = twice control, blank-subtracted; signal enhancement, % at 5 µM; actives 0.11% (n = 210,000); AID 1230;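 active means signal enhancement of 30% or more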;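 further: luminescence tracks abundance of the self-degrading MDM2-luciferase fusion protein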
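Material: stable MDM2–luciferase fusion reporter cells / Quantity: 2000 cells/well / Dosing: single 5 µM compound dose, 0.2% final DMSO / Buffer or medium: DMEM / Schedule: 4 h cell settling then 2 h compound exposure, 37 °C / Detection: luminescence with SteadyLite reagent, 15 min at room temperature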
Runt-SMMHC FRET: Runt domain-CBFb-SMMHC interaction inhibition; actives 0.74% (n = 220,000); Cerulean-Runt/Venus-CBFb-SMMHC FRET ratio 530/480, 1 h; inhibition, % at 20 µM; Q01196+Q13951;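 active means mean inhibition across duplicate retests at 20 µM reaching about 50%, limit read from the data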;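 further: 0% = DMSO wells and 100% = wells with excess untagged CBFb-SMMHC; inhibitors lower the FRET ratio by blocking Runt binding to CBFb-SMMHC; some results filed as inactive read as strong as hits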
Target sequence (Q01196 whole entry, looked up, the tested form may be a part): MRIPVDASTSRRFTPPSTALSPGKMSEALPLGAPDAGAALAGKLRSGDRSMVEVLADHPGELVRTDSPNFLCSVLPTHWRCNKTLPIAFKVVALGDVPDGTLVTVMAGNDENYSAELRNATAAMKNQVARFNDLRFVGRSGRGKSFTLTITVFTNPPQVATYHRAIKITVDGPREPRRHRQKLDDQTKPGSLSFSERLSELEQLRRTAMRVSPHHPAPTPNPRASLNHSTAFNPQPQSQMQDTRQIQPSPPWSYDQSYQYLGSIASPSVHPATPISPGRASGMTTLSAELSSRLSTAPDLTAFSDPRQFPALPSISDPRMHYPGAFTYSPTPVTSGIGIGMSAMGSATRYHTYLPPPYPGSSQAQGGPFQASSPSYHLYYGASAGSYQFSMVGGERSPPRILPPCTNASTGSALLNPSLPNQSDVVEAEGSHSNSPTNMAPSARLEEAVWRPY
Target sequence (Q13951 whole entry, looked up, the tested form may be a part): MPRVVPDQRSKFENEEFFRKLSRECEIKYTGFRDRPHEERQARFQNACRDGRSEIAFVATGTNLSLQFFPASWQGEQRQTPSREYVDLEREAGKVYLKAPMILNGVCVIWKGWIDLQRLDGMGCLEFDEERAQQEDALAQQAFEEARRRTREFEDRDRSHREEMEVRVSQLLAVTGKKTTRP
Runt-CBFb FRET: inhibitors of human RUNX1 Runt domain binding to CBFb | AID 1496 | Cerulean-Runt/Venus-CBFb FRET ratio 530/480, 1 h | actives 0.46% (n = 220,000) | inhibition, % at 20 µM;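 active means inhibition over about 50% at 20 µM in the single-dose screen, limit read from the data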;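 further: 0% = DMSO wells and 100% = excess unlabeled CBFb competitor control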
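Doses: 20 µM compound in 1% DMSO | Material: Cerulean-labeled Runt domain protein | Amount: Each fluorescent fusion protein 100 nM | Schedule: Two 1 h room-temperature incubations shielded from light | Measured by: FRET fluorescence | Evaluation: Loss of energy transfer signal | Controls: Unlabeled CBFb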
Hck-Nef inh: human Hck-Nef kinase inhibition; P08631; Recombinant Hck-YEEI plus Nef, Z-Lyte FRET kinase assay; inhibition, % at 20 µM; actives 0.68% (n = 220,000); AID 463187;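 active means Hck-Nef kinase inhibition above about 50%, limit read from the data; inactive means inhibition below that limit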;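 further: 0% = DMSO with Hck plus Nef and 100% = Hck alone without Nef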
14-3-3 Bad inh: disrupts binding of bovine 14-3-3 zeta to phospho-Bad peptide; AID 781; actives 0.71% (n = 220,000); inhibition, % at 21.7 µM; P63103; TR-FRET 14-3-3zeta/Dy647-pBad peptide displacement, 1 h;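 active means inhibition above about 70%, limit read from the data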;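 further: 0% = full 14-3-3 plus peptide FRET controls and 100% = background without 14-3-3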
EBV gp42 block: EBV gp42 inhibition; Q1HVG2; actives 0.42% (n = 220,000); Fluorescence polarization binding assay, mP read-out; inhibition, % (tested at 21.74 µM); in the data active means inhibition above about 50%
Target sequence (Q1HVG2 whole entry, looked up): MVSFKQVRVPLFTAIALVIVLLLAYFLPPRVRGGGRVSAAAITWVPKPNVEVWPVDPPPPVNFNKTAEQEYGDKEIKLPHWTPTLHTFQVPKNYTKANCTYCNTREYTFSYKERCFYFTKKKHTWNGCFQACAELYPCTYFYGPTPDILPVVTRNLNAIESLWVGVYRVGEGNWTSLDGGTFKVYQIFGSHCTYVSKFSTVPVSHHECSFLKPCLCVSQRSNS
L929 necroptosis: L929 zVAD cell death inhibition; actives 0.38% (n = 220,000); AID 1377; viability rescue, % at 10 µM; L929 zVAD necroptosis rescue, ATP luminescence, 24 h; with zVAD 60 µM;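 active means activation, scaled between plate controls, above about 75%, limit read from the data; inactive means activation under that limit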;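 further: 0% = zVAD with DMSO and 100% = DMSO alone without zVAD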
Starred values were filed as active, the others as inactive; · = not tested or not shown; [ ] = remark or other dose.

SMILES | TbHK1 inh | p47phox inh | MDM2 E3 inh | Runt-SMMHC FRET | Runt-CBFb FRET | Hck-Nef inh | 14-3-3 Bad inh | EBV gp42 block | L929 necroptosis
CC1(C)CC(=O)C2=C(C1)Nc1cc(Cl)ccc1S2 | -8 | -142 | -15 | -16 | 1 | 8 | 2 | 16 | 1.1
COc1ccc(N(C(=O)c2ccco2)C(C(=O)NC2CCCC2)c2cccs2)cc1 (configuration not stated) | -4 | -4 | 5 | 0 | 3 | 24 | -1 | -12 | -0.7
COC(=O)Cc1c[nH]c2cccc(OCC(O)CN(Cc3ccc([N+](=O)[O-])cc3)C(C)(C)C)c12 (configuration not stated) | 2 | -7 | -7 | -4 | -2 | 1 | -9 | -2 | -0.1
Cc1nn(-c2ccc(Cl)cc2)c(=O)c2ccccc12 | -4 | -7 | -6 | 5 | 2 | 10 | -10 | -2 | -0.7
CCN(CC)CCCN=Cc1c(-c2ccccc2)[nH]n(-c2nc3ccccc3s2)c1=O | -19 | -51 | -18 | -5 | -1 | 8 | -9 | -17 | 4.0
O=C(CCn1c(=S)[nH]c2cc3c(cc2c1=O)OCO3)N1CCc2ccccc2C1 | -7 | -16 | -12 | -2 | 1 | 2 | 3 | 12 | 0.7
CN1/C(=C\C(=O)CSc2nnc(NCc3ccccc3)s2)C(C)(C)c2ccccc21 | -1 | -154 | -6 | -3 | -2 | -1 | -29 | -15 | -0.8
O=C(NC(NC1CCS(=O)(=O)C1)C(Cl)(Cl)Cl)c1cccc(Cl)c1 (configuration not stated) | 1 | -9 | -4 | -3 | · | -1 | 16 | -1 | -0.3
Cc1cc(C(=O)CN2CCCC2)c(C)n1-c1ccc(Cl)cc1 | -4 | -22 | -9 | 0 | 0 | 1 | -8 | 1 | -0.1
Cc1ccc(-c2cnc3cc(C)nn3c2)cc1 | 0 | 12 | -49 | -1 | 0 | 32 | 1 | -16 | 47
COC(=O)c1ccc(COc2ccccc2/C=C(\C#N)C(=O)Nc2ccccc2C)cc1 | 2 | 12 | -14 | -62 | -35 | 5 | -4 | -10 | 0.2
C/C(N)=C(/C#N)C(=O)COC(=O)COc1ccc(Cl)cc1C | -6 | -12 | 4 | 1 | -1 | -2 | 1 | -12 | 0.2

Results in p47phox inh (2 entries from above):
SMILES | p47phox inh
O=C(CCn1c(=S)[nH]c2cc3c(cc2c1=O)OCO3)N1CCc2ccccc2C1 | -16
CN1/C(=C\C(=O)CSc2nnc(NCc3ccccc3)s2)C(C)(C)c2ccccc21 | -154

Later entries:
SMILES | TbHK1 inh | p47phox inh | MDM2 E3 inh | Runt-SMMHC FRET | Runt-CBFb FRET | Hck-Nef inh | 14-3-3 Bad inh | EBV gp42 block | L929 necroptosis
Oc1c(C(c2ccccn2)N2CCCCC2)cc(Cl)c2cccnc12 (configuration not stated) | 0 | -3 | -21 | -7 | -4 | 27 | 1 | -14 | -1.8
C/C(=N/OCC(=O)Nc1ccccc1)c1cccs1 | 6 | -19 | -12 | -3 | -1 | -13 | -11[fluorescence artefact?] | -2 | -0.3
c1sc2[n+](c1C13CC4CC(CC(C4)C1)C3)CCS2 | 0 | 0 | -8 | 0 | -2 | 4 | -1 | -22 | 0.3
Cc1ccccc1C(=O)NC1CCN(CC(=O)Nc2ccc3c(c2)OCCO3)CC1 | 0 | -10 | -7 | 0 | -2 | -9 | -3 | 0 | 1.6
COc1cccc(C(=O)CSc2nnnn2C2CCCCC2)c1 | -5 | -12 | 0 | 0 | 2 | 2 | 12 | -8 | 0.5
CCCCC1=CC2=CC(=O)C(C)(OC(=O)CC)C(=O)C2=CN1CCCOC(C)C (configuration not stated) | -47 | 2 | -10 | 9 | 7 | 22 | -6 | 15 | 0.3
CCc1cccc(NC(=O)COc2ccccc2)c1 | 0 | 0 | · | 1 | 0 | 0 | -13 | -4 | 0.0
Cc1ccc(NC(=O)Cn2nc(C)c([N+](=O)[O-])c2C)cc1C | -2 | -6 | -9 | -2 | 2 | -12 | 30 | -10 | 1.7
N/C(=C/C(=O)c1ccccc1O)C(F)(F)F | -4 | -15 | -3 | 1 | 1 | -1 | 0 | -27 | 1.3
COc1ccc(-c2ccoc2)cc1[C@H]1[C@H]2C=CC[C@@H](C)[C@@H]2C(=O)N1Cc1ccccc1 | -4 | -19 | 0 | -2 | 2 | 26 | -3 | -16 | -0.8
CCOc1ccccc1NC(=O)CCSc1nc2n[nH]c(C)c2c(=N)n1-c1ccccc1Cl | -8 | 1 | -14 | -7 | -6 | 3 | -1[fluorescence artefact?] | 0 | 31
CCn1ccnc1CN(C)Cc1nc(CCC(C)C)no1 | -2 | -6 | -3 | 3 | 0 | 15 | -9 | -4 | 2.2
O=S(=O)(NCCc1nnc2ccc(SCc3cccnc3)nn12)c1ccccc1 | 0 | · | · | 0 | 0 | 1 | -6 | -12 | -1.0
Cc1c(Cl)cccc1NC(=O)CCCN1C(=O)c2cccnc2C1=O | 0 | 2 | 0 | 4 | 0 | -7 | -10 | -4 | 1.4
N#C/C(=N\Nc1cccc(F)c1)C(=O)C1CC1 | -16 | 5 | -16 | 1 | 2 | 8 | -1 | -9 | 0.3
COC(=O)c1c(NC(=O)CN(c2ccccc2)S(C)(=O)=O)sc2c1CCCC2 | -16 | -10 | -22 | 0 | -4 | 3 | -12[fluorescence artefact?] | 10 | 0.5
O=C(O)CSc1nnc(SCc2cccc3ccccc23)s1 | -1 | 5 | -5 | 2 | 2 | 1 | 39 | 2 | 1.9
COc1cc(C2C(C#N)=C(N)OC3=C2C(=O)CC(C)(C)C3)cc([N+](=O)[O-])c1O (configuration not stated) | -17 | -6 | -5 | 2 | 5 | 16 | -4 | -8 | -0.6
Cc1ccc(SCC(=O)Nc2ccc(N3CCN(C)CC3)c(F)c2)c(C)c1 | 0 | -10 | -27 | -107 | -2 | -4 | 0 | -9 | 4.9
CC(=NCc1ccco1)c1c(C)[nH]n(-c2nc3ccccc3s2)c1=O | -2 | -21 | -45 | -1 | -2 | 10 | 7 | 2 | 0.2
CCOc1nc(NC(=O)NC(=O)c2ccccc2)nc(-c2ccccc2)n1 | 24 | 10 | -15 | 1 | -3 | 8 | -2 | 4 | 0.0
Cc1cccc(N=C2NN=C(c3c(C)[nH]c4ccccc34)CS2)c1 | -16 | -41 | 15 | 43 | 35 | 10 | 33[fluorescence artefact?] | -10 | 0.9
CC(NC(=O)Cc1ccc(F)cc1)C(c1cccs1)N1CCN(C)CC1 (configuration not stated) | 1 | -16 | · | 3 | -2 | 4 | -5 | -25 | 0.3
CC(C)C(NC(=O)c1ccccc1)C(=O)NCC(c1ccccc1)N(C)C (configuration not stated) | 2 | -24 | -13 | -3 | 0 | 22 | -10 | -23 | 1.6

12 compounds out of the list, sorted by formula weight, descending:
SMILES | TbHK1 inh | p47phox inh | MDM2 E3 inh | Runt-SMMHC FRET | Runt-CBFb FRET | Hck-Nef inh | 14-3-3 Bad inh | EBV gp42 block | L929 necroptosis
CCOc1ccccc1NC(=O)CCSc1nc2n[nH]c(C)c2c(=N)n1-c1ccccc1Cl | -8 | 1 | -14 | -7 | -6 | 3 | -1[fluorescence artefact?] | 0 | 31
COC(=O)c1c(NC(=O)CN(c2ccccc2)S(C)(=O)=O)sc2c1CCCC2 | -16 | -10 | -22 | 0 | -4 | 3 | -12[fluorescence artefact?] | 10 | 0.5
COc1ccc(-c2ccoc2)cc1[C@H]1[C@H]2C=CC[C@@H](C)[C@@H]2C(=O)N1Cc1ccccc1 | -4 | -19 | 0 | -2 | 2 | 26 | -3 | -16 | -0.8
COc1cc(C2C(C#N)=C(N)OC3=C2C(=O)CC(C)(C)C3)cc([N+](=O)[O-])c1O (configuration not stated) | -17 | -6 | -5 | 2 | 5 | 16 | -4 | -8 | -0.6
CC(NC(=O)Cc1ccc(F)cc1)C(c1cccs1)N1CCN(C)CC1 (configuration not stated) | 1 | -16 | · | 3 | -2 | 4 | -5 | -25 | 0.3
CC(C)C(NC(=O)c1ccccc1)C(=O)NCC(c1ccccc1)N(C)C (configuration not stated) | 2 | -24 | -13 | -3 | 0 | 22 | -10 | -23 | 1.6
CCOc1nc(NC(=O)NC(=O)c2ccccc2)nc(-c2ccccc2)n1 | 24 | 10 | -15 | 1 | -3 | 8 | -2 | 4 | 0.0
CC(=NCc1ccco1)c1c(C)[nH]n(-c2nc3ccccc3s2)c1=O | -2 | -21 | -45 | -1 | -2 | 10 | 7 | 2 | 0.2
O=C(O)CSc1nnc(SCc2cccc3ccccc23)s1 | -1 | 5 | -5 | 2 | 2 | 1 | 39 | 2 | 1.9
Cc1cccc(N=C2NN=C(c3c(C)[nH]c4ccccc34)CS2)c1 | -16 | -41 | 15 | 43 | 35 | 10 | 33[fluorescence artefact?] | -10 | 0.9
CCn1ccnc1CN(C)Cc1nc(CCC(C)C)no1 | -2 | -6 | -3 | 3 | 0 | 15 | -9 | -4 | 2.2
N#C/C(=N\Nc1cccc(F)c1)C(=O)C1CC1 | -16 | 5 | -16 | 1 | 2 | 8 | -1 | -9 | 0.3

(next part)
SMILES | TbHK1 inh | p47phox inh | MDM2 E3 inh | Runt-SMMHC FRET | Runt-CBFb FRET | Hck-Nef inh | 14-3-3 Bad inh | EBV gp42 block | L929 necroptosis
O=C(C1CC2C=CC1C2)N1CCN(c2ccccc2)CC1 (configuration not stated) | -3 | -6 | -24 | -5 | 0 | 21 | -5 | -18 | -0.5
Cc1ccc(-c2nnc(Nc3ccc(C(=O)N(C)C)cc3)c3ccccc23)cc1S(=O)(=O)NCC1CCCO1 (configuration not stated) | -24 | -8 | -3 | 3 | -9 | 1 | 10 | -11 | -0.2
CC1(C)CC(n2c(=S)[nH]c3ccccc3c2=O)CCO1 (configuration not stated) | -1 | -16 | -9 | -9 | -2 | -2 | -6 | -1 | 1.7
CCCCN(CCCNC(=O)C1CCN(S(=O)(=O)CC)CC1)c1ccccc1 | -5 | 8 | -12 | 7 | 2 | 0 | 2 | -23 | 0.3
O=[N+]([O-])c1ccc(OCCN2CCNCC2)cc1 | -15 | -1 | -5 | -3 | 1 | 19 | 45 | -9 | 0.1
CCCC[C@@H]1CNC(=S)N1CC1CCCCC1 | -5 | -1 | 29 | 3 | 0 | 27 | -5 | -8 | -0.6
O=c1[nH]c(CN2CCN(c3ccccc3)CC2)nc2ccccc12 | 7 | 7 | -3 | -4 | 0 | 9 | · | -14 | 2.6
CN(C)C(=S)Nc1ccc(S(=O)(=O)N2CCCCC2)cc1 | 2 | -8 | -15 | -4 | -1 | 9 | -2 | -12 | 0.3
COC(=O)CSc1nc(-c2ccc(C)cc2)c2c(c1C#N)CCCC2 | -2 | -8 | -8 | -4 | 0 | -4 | 2 | -2 | 0.0
COc1cc(-c2cccs2)cc(=O)c2c(C)oc(C)c12 | -7 | -29 | -4 | -13 | -1 | 1 | -6 | 10 | -0.1
CCCCCCCCCC(=O)N/N=C(\C)c1cccnc1 | 3 | -9 | · | -13 | -12 | 4 | 11[fluorescence artefact?] | -2 | 0.5
O=C(Cn1cnnn1)Nc1ccccc1Cc1ccccc1 | 5 | -15 | -1 | · | · | 0 | 1 | -19 | -0.2
OCCC1CN(Cc2cccn2-c2cccnc2)CCN1C1CCCCC1 (configuration not stated) | 3 | -5 | -4 | -2 | 5 | -1 | -16 | -8 | -0.4
CCOC(=O)CC(NC(=O)c1cccs1)c1ccc(OCC)cc1 (configuration not stated) | 2 | -23 | -9 | -2 | -2 | 1 | 3 | 12 | -0.3

Screening results: PubChem, several laboratories
